# Source: PubChem
# GPR151 ag: activates the human receptor GPR151; 650,000 compounds, 1% hits; PathHunter beta-arrestin GPR151 cells, luminescence; Q8TDV0; activation, % at 11.2 µM; in the data active = activation above about 4.9%;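 note: 0% = median of compound wells and 100% = cells with positive control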
# Target sequence (Q8TDV0 whole entry, looked up): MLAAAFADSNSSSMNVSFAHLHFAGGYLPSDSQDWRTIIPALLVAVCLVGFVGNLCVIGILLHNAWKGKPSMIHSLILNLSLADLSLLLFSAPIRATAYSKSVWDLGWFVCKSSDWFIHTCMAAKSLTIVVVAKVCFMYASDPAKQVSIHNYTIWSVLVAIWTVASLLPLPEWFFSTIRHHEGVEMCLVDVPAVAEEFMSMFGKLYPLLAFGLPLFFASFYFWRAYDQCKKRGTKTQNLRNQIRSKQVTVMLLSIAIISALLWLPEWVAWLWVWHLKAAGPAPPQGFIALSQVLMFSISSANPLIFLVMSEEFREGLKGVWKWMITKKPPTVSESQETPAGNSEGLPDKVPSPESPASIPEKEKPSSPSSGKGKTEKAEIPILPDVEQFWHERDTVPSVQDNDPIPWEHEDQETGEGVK
# FBW7 act: activators of human E3 ligase FBW7; Q969H0; AlphaScreen FBW7–phospho-cyclin E peptide binding, activator screen; normalized activity (activation), % at 26.1 µM; 650,000 compounds, 0.13% hits; in the data active = normalized activity above about 1.9%;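 note: purified mutant Fbw7 with reduced substrate affinity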
# MITF inh: blocks human microphthalmia-associated transcription factor. AlphaScreen MITF homodimerization, bead proximity signal. O75030. inhibition, % at 2.6 µM. 650,000 compounds, 0.91% hits; in the data active = inhibition above about 50%;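 note: 0% = vehicle wells with protein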
# Target sequence (O75030 whole entry, looked up): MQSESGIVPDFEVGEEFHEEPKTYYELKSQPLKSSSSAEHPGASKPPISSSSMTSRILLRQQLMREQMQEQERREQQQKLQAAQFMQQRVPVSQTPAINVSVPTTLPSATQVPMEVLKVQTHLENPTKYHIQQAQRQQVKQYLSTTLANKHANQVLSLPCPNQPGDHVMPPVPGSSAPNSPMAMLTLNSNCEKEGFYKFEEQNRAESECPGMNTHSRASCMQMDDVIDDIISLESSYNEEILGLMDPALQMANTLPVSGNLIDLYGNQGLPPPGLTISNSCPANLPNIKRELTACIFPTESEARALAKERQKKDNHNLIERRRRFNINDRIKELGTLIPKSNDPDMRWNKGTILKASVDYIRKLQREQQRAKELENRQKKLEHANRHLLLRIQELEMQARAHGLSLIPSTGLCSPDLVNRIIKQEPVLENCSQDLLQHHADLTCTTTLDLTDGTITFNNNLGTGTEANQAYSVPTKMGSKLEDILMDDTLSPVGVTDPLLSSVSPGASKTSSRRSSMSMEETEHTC
# TEAD-YAP block: TEAD-YAP interaction inhibition | inhibition, % at 9.12 µM | AID 1259422 | 640,000 compounds, 1.4% hits | HEK-TIYL cells, TEAD-Gal4/YAP UAS-luciferase luminescence; in the data active = inhibition above about 32%;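 note: 0% = median of test compound wells and 100% = reference inhibitor wells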
# The depositor's hits bear a star; · = not tested or not shown. Compounds were not picked by outcome. About 3.4% of those tested had a hit in this group.
smiles	FBW7 act	TEAD-YAP block	MITF inh	GPR151 ag
C=C1OC(=O)OC1(C)CCC=C(C)C (centres undefined)	0.1	2	1	-0.6
COc1ccccc1N1C(=O)C2C3C=CC(CO)(O3)C2C1=O (centres undefined)	0.4	3	16	-0.3
CC(=O)Oc1ccc(C(=O)O)c(OC(C)=O)c1	0.4	5	8	-0.9
CC[n+]1c(/C=C/c2ccc(OC)c(OC)c2)ccc2ccccc21	1.5	59*	15	1.3
CN1CCN(c2cc(NCCN3CCCC3)c3c4c(onc24)-c2ccccc2C3=O)CC1	-0.7	0	15	1.2
Cc1nc(C)c(C(=O)/C=C(\O)C(=O)O)s1	0.1	-1	8	2.4
CC(C)CC(=O)N/N=C/c1ccc(N(C)C)cc1	0.1	-52	-4	-1.2
C=CCOc1ccc(/C=N/Nc2nc3ccccc3[nH]c2=O)cc1OC	-0.1	-15	-2	-0.4
CN(C)c1ccc(/C=C/C2N(Cc3ccc(Cl)cc3)CCN2Cc2ccc(Cl)cc2)cc1	0.0	-10	-4	1.8
COc1ccc(CCNC(=O)CC2C(=O)NCCN2Cc2ccc(C)cc2)c(OC)c1 (centres undefined)	0.4	-5	-5	3.0
Cc1nc(NCCCN2CCOCC2)c2cc(-c3ccccc3)sc2n1	0.0	-13	55*	-0.4
O=C(C1CCC(CNS(=O)(=O)c2ccc(Cl)cc2)CC1)N1CCOCC1 (centres undefined)	-0.1	-5	-8	0.8
COc1ccc(/C=C/C(=O)N2c3ccccc3Sc3ccc(C(F)(F)F)cc32)cc1OC	0.2	-25	11	0.5
COCCNC(=O)c1ccc(-c2ccccc2C)nc1NC(C)=O	0.4	-4	27	3.6
CSc1ccc(C(=O)Nc2nc(-c3ccc(F)cc3)cs2)cc1	0.2	-1	8	2.9
O=C(CCC(=O)Nc1ccccc1Cl)NNC(=O)c1ccccc1[N+](=O)[O-]	-0.2	-3	0	7.5*
c1ccc(CSc2nnnn2-c2cccc3ccccc23)nc1	0.0	15	15	-0.5
Cc1ccc2c(c1)cc1c(=O)n(CC(=O)NCCCN3CCCCC3)nc(C)n12	0.0	-5	63*	0.0
CCC(C)NC(=O)NCc1ccccc1F (centres undefined)	0.1	7	-3	1.5
COc1ccc(/C=C/C(=O)NCC(c2ccc(F)cc2)N2CCOCC2)cc1OC (centres undefined)	0.0	-12	0	2.7
O=C(CCOc1ccccc1)Nc1ccnn1C1CCN(Cc2ccc(CO)o2)CC1	-0.1	7	-1	1.5
CC(C)CC(=O)Nc1ccc(I)cc1Cl	-0.1	-13	2	0.1
N=c1c(C(N)=O)cc(Br)cn1-c1ccccc1	0.1	5	1	-0.1
COc1ccc2cc3c(N)nn(C(=O)/C=C/c4cccnc4)c3nc2c1	0.3	12	6	-0.7
O=C(NCc1ccc(Cl)cc1)c1ccccc1Cl	0.3	-7	14	-1.6

# Another view of some results above.
Cc1ccc2c(c1)cc1c(=O)n(CC(=O)NCCCN3CCCCC3)nc(C)n12
- FBW7 act: 0.0
- TEAD-YAP block: -5
- MITF inh: 63*
- GPR151 ag: 0.0
CCC(C)NC(=O)NCc1ccccc1F (centres undefined)
- FBW7 act: 0.1
- TEAD-YAP block: 7
- MITF inh: -3
- GPR151 ag: 1.5
CN(C)c1ccc(/C=C/C2N(Cc3ccc(Cl)cc3)CCN2Cc2ccc(Cl)cc2)cc1
- FBW7 act: 0.0
- TEAD-YAP block: -10
- MITF inh: -4
- GPR151 ag: 1.8
N=c1c(C(N)=O)cc(Br)cn1-c1ccccc1
- FBW7 act: 0.1
- TEAD-YAP block: 5
- MITF inh: 1
- GPR151 ag: -0.1

# Additional results:
smiles	FBW7 act	TEAD-YAP block	MITF inh	GPR151 ag
CCCCn1nnnc1NCc1ccc(OC)c(OC)c1	0.0	8	-1	0.3
COc1ccc(-c2noc(CN(C(=O)Cc3ccc(OC)c(OC)c3)C(C)C)n2)cc1	-0.1	-12	0	0.9
COc1cc(/C=N/NC(=O)CCC(=O)Nc2ccc(F)cc2)cc(OC)c1OC	-0.1	-1	-8	0.3
COCCNC(=O)C1CC(c2ccccc2F)=NO1 (centres undefined)	0.5	2	-9	0.3
Cn1ccnc1C1(O)COC2(CCN(C(=O)CCc3ccc(-c4ccccc4)o3)CC2)C1 (centres undefined)	-0.1	8	16	1.3
Cc1cc(S(=O)(=O)N2CCCC2)ccc1Br	0.5	2	14	-0.3
CCOc1ccc(/C=N/NC(=O)c2ccc(Cl)cc2)cc1	-0.1	-17	11	1.1
COc1cc(CN2CCN(CCO)CC2)cc(Br)c1O	-0.1	-2	67*	0.3
CCOC(=O)c1c(NC(=O)c2ccc(S(=O)(=O)N3CCC(C)CC3)cc2)sc2c1CC(C)(C)NC2(C)C	-0.1	-9	-2	1.2
COc1ccc(S(=O)(=O)N2CCN(C(=O)C3CCCCC3)CC2)cc1	0.2	4	9	-0.9
Cc1cc(Cl)ccc1OCC(=O)N/N=C/c1ccc(O)cc1	0.0	-2	4	-1.7
CCCNC(=O)C(C(=O)c1ccccc1)n1ccccc1=O (centres undefined)	-0.6	-1	3	-0.8
O=C(N/N=C/c1ccccc1O)C(=O)Nc1ccccn1	-2.1	-16	61*	-0.4
CC(=O)N1CCC(C(=O)N(C)C(c2ccc(F)cc2)c2ncccc2C)CC1 (centres undefined)	0.5	8	13	-0.3
O=C(NCCN1CCOCC1)c1cccc(Nc2ncccn2)n1	0.0	-1	10	-0.5
CCc1cccc(OCCOCCNCCN)c1	0.0	7	30	1.2
CSc1ccc(CNCCN2CCOCC2)cc1	0.0	5	17	2.0
CC(C)(C)C1CCC(=NNc2ccc(S(=O)(=O)N3CCOCC3)cc2[N+](=O)[O-])CC1 (centres undefined)	0.0	6	7	0.1
COCCNc1ccc(-c2nn(C)c(=O)c3ccccc23)cc1[N+](=O)[O-]	-0.1	4	8	0.7
COc1ccc(/C=C(\NC(=O)c2ccc(Cl)cc2)C(=O)NCc2cccnc2)cc1OC	0.0	-4	-9	-1.0
O=C(O)c1ccc2c(=O)cc(C3=C(O)c4ccccc4C3=O)[nH]c2c1	-0.2	-11	9	-1.0
CCN(C1CCCCC1)S(=O)(=O)c1cccc(S(=O)(=O)N2CCCC2)c1	0.5	2	-8	-0.9
CCCNC(=S)N1CCC(NC(=O)C23CC4CC(CC(C4)C2)C3)CC1	0.0	3	6	0.0
Cc1cccc(C)c1NC(=O)Cn1nnc(-c2ccc(N)cc2)n1	-0.1	0	0	-0.4
Cc1sc2ncn(CC(=O)NCC(=O)NCC3CCCO3)c(=O)c2c1C (centres undefined)	0.0	5	1	-0.9

# The list continues.
smiles	FBW7 act	TEAD-YAP block	MITF inh	GPR151 ag
Cc1ccc(Nc2nc(O)c(C3=c4ccccc4=NC3=O)s2)cc1	-0.6	-13	8	-0.4
Cc1ccc(C(=O)N/C(=C\c2ccco2)C(=O)NCCc2ccccc2F)cc1C	-0.1	3	-11	-0.5
Cc1cc(-c2cnc(N3CCCC3)nc2C2CCN(C(=O)CCn3ccnc3)CC2)on1	-0.1	-4	-9	-0.9
COc1ccc(C2=N/C(=C\C(C)=C\c3ccccc3)C(=O)O2)c(Cl)c1	-0.1	-4	3	0.0
CC(=O)c1cccc(N2COc3ccc(Cl)cc3C2)c1	-0.1	-1	-1	0.8
CC(=N/O)/C(C)=N\NC(=O)c1ccccn1	0.1	45*	4	-5.1
Cc1cccc(C)c1NC(=O)CSc1nnc(NC(=O)CN2CCOCC2)s1	-0.3	3	-2	-0.1
CCc1ccccc1NC(=O)CSc1nnc(C2CCCCC2)n1N	0.1	-9	25	-2.1
c1cc2nsnc2cc1CN1CCc2nnc(C3CCCO3)n2CC1 (centres undefined)	0.0	8	-5	0.7
Cc1ccc(S(=O)(=O)NCCNc2nc(C)nc3sc4c(c23)CCCC4)cc1	-0.2	-3	-4	-0.7
CCOC(=O)/C=C(\CCl)Nc1n[nH]c(C(F)(F)F)n1	0.5	2	-6	0.2
C/C(=N\Nc1nnc(Cc2ccccc2)c(=O)[nH]1)c1ccc([N+](=O)[O-])cc1	0.3	1	10	0.5
O=[N+]([O-])c1ccc(C2Nc3ccc(Br)cc3C(c3ccccc3)O2)cc1 (centres undefined)	-0.4	6	57*	1.9
CCc1nnc(N/N=C/c2ccc(O)c(OC)c2)n1N	-1.6	-4	-1	-0.1
COC(=O)c1c(NC(=O)COc2ccccc2)sc2c1CCN(C(C)C)C2	-0.3	1	13	0.9
COc1cc(C(=O)Nc2nc3c(cc4c5c(cccc53)CC4)s2)cc(OC)c1OC	0.2	5	19	-1.5
O=P1(N/N=C/c2ccccc2Cl)C=C(c2ccccc2)OC(c2ccccc2)=C1	0.0	-4	-6	0.3
CCN(CC)C(=O)c1ccc(S(=O)(=O)N2CCCCC2)cc1	0.3	-3	0	-1.5
COCCNC(=O)C(=O)N/N=C/c1ccccc1	0.2	4	2	0.6
Cc1cccc(NC(=O)c2cc(N3CCCCC3)nc3ccccc23)c1	0.8	-5	-15	1.8
O=C(Nc1ccc(Cl)cn1)Nc1cccs1	0.0	-25	10	-1.2
CCOc1ccc(CNCc2cn[nH]c2-c2cccs2)cc1	-0.1	8	1	0.4
O=C(CN1C(=O)NC2(CCCCCC2)C1=O)Nc1ccc(S(=O)(=O)N2CCCC2)cc1	0.0	1	0	1.7
CCOc1ccccc1NC(=O)CCCOc1ccc(C)cc1	-0.1	-4	-7	-0.3
CN1c2ccccc2C(C)(C)C12CCCC(=O)N2 (centres undefined)	-0.2	-7	7	-1.4

# Not a retest: entries from further up.
smiles	FBW7 act	TEAD-YAP block	MITF inh	GPR151 ag
O=P1(N/N=C/c2ccccc2Cl)C=C(c2ccccc2)OC(c2ccccc2)=C1	0.0	-4	-6	0.3
CCN(CC)C(=O)c1ccc(S(=O)(=O)N2CCCCC2)cc1	0.3	-3	0	-1.5
COCCNC(=O)C(=O)N/N=C/c1ccccc1	0.2	4	2	0.6

# Next part.
smiles	FBW7 act	TEAD-YAP block	MITF inh	GPR151 ag
COCCCNC(=O)c1ccc(Cn2nnc3ccccc3c2=O)cc1	0.0	-5	-9	0.3
CC(C)Cc1ccc(CN2CCc3nnc(C(C)NC(=O)C4CCOCC4)n3CC2)cc1 (centres undefined)	0.0	4	9	-0.8
Cc1nc2c(c(=O)[nH]1)CCN(C(=O)c1ccc3c(c1)OCCO3)C2	0.7	3	1	-0.5
CCCOc1ccc2c(C)c(CC(=O)OC)c(=O)oc2c1	0.1	-18	11	-1.3
COc1ccc(C2SCC(=O)N2CC(O)c2ccccc2)cc1 (centres undefined)	0.0	12	10	1.0
CCOc1ccc(CC(=O)N2CCC[C@@H](Cn3nc(-c4cccs4)ccc3=O)C2)cc1	0.0	1	2	-1.1
O=C(CCCc1nc(-c2ccccc2)no1)N1CCOCC1	-0.3	1	2	1.2
CN(C)c1cc(-c2nnc(SCc3cccc(C(F)(F)F)c3)n2C)nc(N(C)C)n1	0.1	2	8	-0.8
CCc1ccccc1N(C)C(=O)c1cn(CC(C)C)c(=O)c2cc(OC)c(OC)cc12	0.2	13	14	-1.0
O=C(Nc1nc(-c2ccncc2)cs1)c1ccc(Oc2ccc(C(=O)Nc3nc(-c4ccncc4)cs3)cc2)cc1	0.1	1	0	0.7
COc1ccccc1Nc1nc(-c2ccc(Cl)cc2)cs1	0.2	-12	10	-1.2
NC(=S)n1nc2ccc3nn(C(N)=S)nc3c2n1	-0.2	-12	8	-0.6
NS(=O)(=O)c1ccc(C(=O)OCc2ccc(Cl)cc2)cc1	0.1	1	15	0.5
N#Cc1cc2c(nc1SCCC1OCCO1)CCCC2	-0.2	-51	-11	1.1
Cc1ccc(CN(CC(=O)N2CCCCC2)S(=O)(=O)c2ccc(C)cc2)cc1	0.3	7	13	0.8
CCOc1cc(C2CC(=O)NC(SCC(=O)OCc3ccccc3)=C2C#N)ccc1O (centres undefined)	-0.1	-7	-3	0.1
O=C(O)CN=C(NS(=O)(=O)c1ccccc1)c1ccc(F)cc1	-0.2	9	4	0.5
Cc1cccc(NC(=O)CN2C(=O)S/C(=C\c3ccc(OC(C)C)cc3)C2=O)c1	0.3	7	10	-2.1
O=C(N/N=C1\C[C@@H](O)[C@@H](O)[C@@H]2[C@@H]3C(=O)N(C[C@@H]4CCCO4)C(=O)[C@@H]3CC[C@@H]12)OCc1ccccc1	0.3	·	-5	-0.7
CCOc1ccc2[nH]c(=O)c(CN(CC3COCCO3)C(=O)c3ccccc3C)cc2c1 (centres undefined)	0.0	2	1	0.3
CC1=C(C(=O)Nc2ccccc2C)C(c2cccc([N+](=O)[O-])c2)C2=C(CCCC2=O)N1 (centres undefined)	0.1	-13	4	0.0
Cc1cc(C)nc(SC/C=C/CSc2nc(C)cc(C)n2)n1	-0.1	-11	3	-0.2
CCOc1ccc(C(=O)Nc2cc(Cl)ccc2C)cc1Br	1.6	-29	12	0.6
CC(C)(C)c1ccc(COc2ccccc2C(N)=O)cc1	0.1	-26	-7	-0.9
O=c1c2ccccc2nc(SCc2ccc(Cl)cc2)n1CCc1ccccc1	0.4	-1	11	0.0
